Screening results: PubChem BioAssay, Emory University Molecular Libraries Screening Center
EP2 antag: inhibitors of human EP2 prostaglandin E2 receptor | C6 glioma cells expressing human EP2, cAMP TR-FRET; cells stimulated with saturating PGE2 | inhibition, % at 25 µM | 260,000 tested, 0.52% active | AID 1422;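 active means percent inhibition above 40 after rounding to a whole number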;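 further: rat C6 glioma host cells with rolipram phosphodiesterase inhibitor present; the protocol text gives 20 µM as final concentration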
Target sequence (P43116 whole entry, looked up): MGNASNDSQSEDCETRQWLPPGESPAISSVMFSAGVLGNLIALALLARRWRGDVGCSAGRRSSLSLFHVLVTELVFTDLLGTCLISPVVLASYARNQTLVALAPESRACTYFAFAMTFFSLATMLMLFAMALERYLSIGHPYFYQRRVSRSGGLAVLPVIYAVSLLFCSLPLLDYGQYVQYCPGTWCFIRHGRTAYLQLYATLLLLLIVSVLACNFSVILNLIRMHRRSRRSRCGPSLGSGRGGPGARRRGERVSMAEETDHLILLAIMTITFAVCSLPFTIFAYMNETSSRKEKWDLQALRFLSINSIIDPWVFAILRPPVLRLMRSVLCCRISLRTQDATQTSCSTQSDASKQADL
EP2 mod: modulates human prostaglandin E2 receptor EP2 signaling; P43116; EP2-expressing cells, cAMP HTRF FRET, PGE2 co-stimulation; induction, % at 25 µM; 260,000 tested, 0.83% active;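 active means compounds whose cAMP rise, as percent of the full-agonist control response, exceeds 60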;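 further: rat C6 glioma line stably carrying human EP2 under a CMV promoter; the protocol text gives 20 µM as final concentration; 100% = response of wells given 1 µM PGE2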
* marks the source's active call; other numbers are inactive results; & = joins results of further samples; ! = a repeat was not active. Only part of the results is shown; rates above refer to the full screens.

cpd	SMILES	EP2 antag	EP2 mod
1	COc1ccccc1NC(=O)C1=C(C)Nc2ccccc2S1	8	-74
2	CC(CCC(=O)O)[C@H]1CCC2C3C(C[C@H](O)[C@@]21C)[C@@]1(C)CC[C@@H](O)C[C@H]1C[C@H]3O (stereo partly specified)	7	23
3	CC(C)C(=O)Nc1nncs1	7	-6
4	O=C1CC[C@]23/C=C/C(=O)NCCCCNCCCNC(=O)/C=C/c4ccc(c2c4)O[C@@H]3C1	10	10
5	COc1ccc(Cn2nnnc2C(c2cc3c(C)ccc(C)c3[nH]c2=O)N2CCC(C)CC2)cc1 (stereo unspecified)	13	-52
6	COc1ccc2cc(C#N)c(SCC(=O)Nc3sc(C)c(C)c3C#N)nc2c1	10	-10
7	COc1ccc(/C(O)=C2/C(=O)C(=O)N(CCC(=O)O)C2c2ccccn2)cc1 (stereo unspecified)	22	6
8	Cc1nnc(NC(=O)CSc2nc3sc4c(c3c(=O)[nH]2)CCCC4)s1	6	4
9	CC(C)=CC1C(CO)C1(C)C (stereo unspecified)	12	30
10	CN1CCCC[C@@H]1CCN1CCCCC1	15	-25
11	COc1ccc(N2CC(C(=O)Nc3cc(C(F)(F)F)ccc3Cl)CC2=O)cc1 (stereo unspecified)	5	-40
12	CCCn1c(SCC(=O)c2ccc(OC)cc2)nnc1-c1ccco1	12	-50
13	NCCSCc1ccccc1Cl	15	3
14	N=C(N)SCCc1ccccn1	44*!	7&21
15	Fc1ccc(-c2n[nH]c(C3CCCN3)n2)cc1 (stereo unspecified)	2	-28
16	COc1ccccc1NC(=O)C(=O)N1CCN(Cc2ccccc2)CC1	17	-18
17	CCOc1ccccc1C(=O)N(CC)Cc1cc2cccc(C)c2[nH]c1=O	12	0
18	COc1ccc(N(CC(=O)NCc2cccnc2)S(=O)(=O)c2ccc(F)cc2)cc1	12	-16
19	CCN(CC)S(=O)(=O)c1ccc(-c2nnc(SCC(=O)N3CCCCC3)n2CC)cc1	4	-24
20	COC(=O)c1ccc(NC(=O)COC(=O)c2cccnc2)cc1	11	-34
21	COc1cccc(NC(=O)CSc2nnc(-c3ccncc3)n2C)c1	11	-31
22	O=C1NC(=S)NC(=O)C1=Cc1cn(CCOc2ccccc2)c2ccccc12	6	-86
23	CC(C)(C)C1CCN(CC(O)c2ccc3c(c2)CCCN3S(C)(=O)=O)CC1 (stereo unspecified)	3	-34
24	Cc1cc(C)n(CCCC(=O)N2CCc3c([nH]c4ccc(Cl)cc34)C2)n1	6	-95
25	CCOc1cc(S(=O)(=O)N2CC(C)OC(C)C2)c(C)cc1C (stereo unspecified)	11	24
26	Cc1cccc(C(=O)Nc2ccc(NC(=O)/C=C/c3ccco3)cc2)c1	9	-28
27	CCc1ccc2[nH]c(=O)c(CN(Cc3nnnn3CC3CCCO3)C3CCCCC3)cc2c1 (stereo unspecified)	11	21
28	O=C(Nc1ccccc1Br)c1cc2cc(Br)ccc2oc1=O	12	12
29	COc1ccc(Nc2nc(NNc3ccccc3)nc(C)c2[N+](=O)[O-])cc1	7	7
30	COc1ccccc1NC(=O)CSc1nnc(-c2ccoc2C)n1Cc1ccco1	15	-23
31	Cc1onc(C(=O)NC(C)c2ccc3c(c2)CCC3)c1Cn1cccn1 (stereo unspecified)	1	-10
32	CN(Cc1cc(=O)[nH]c2ccccc12)S(=O)(=O)c1ccc2c(c1)CCC(=O)N2	24	33

3 compounds out of the list above, sorted by the value under EP2 mod, largest number first.
| entry | structure | EP2 mod |
| --- | --- | --- |
| 13 | NCCSCc1ccccc1Cl | 3 |
| 5 | COc1ccc(Cn2nnnc2C(c2cc3c(C)ccc(C)c3[nH]c2=O)N2CCC(C)CC2)cc1 (stereo unspecified) | -52 |
| 1 | COc1ccccc1NC(=O)C1=C(C)Nc2ccccc2S1 | -74 |

Following part
cpd	SMILES	EP2 antag	EP2 mod
33	CCOc1nc(-c2cccc(OC)c2)ccc1-c1noc(-c2ccncc2)n1	12	23
34	CCOc1cc(/C=C2\N=C(c3cccc(C)c3)OC2=O)ccc1OC(=O)CC	18	-17
35	O=C(CC(C(=O)O)C1CCCO1)NC1CCCCC1 (stereo unspecified)	7	12
36	COc1cccc(C2NC(=O)NC3=C2C(=O)N(CCO)C3)c1 (stereo unspecified)	14	-2
37	CCc1ccc2c(O)c3c(cc2c1C(=O)OC)C(=O)c1c(O)ccc(O)c1C3=O	17	0
38	CCOC(=O)c1cc2sc(C)cc2n1CC(=O)C(C)(C)C	11	31
39	CN(Cc1ccc2ncccc2c1)S(=O)(=O)c1ccc2c(c1)CCC(=O)N2	14	-95
40	COCC(O)CN1CCN(CC2(c3ccc(Cl)cc3)CC2)CC1 (stereo unspecified)	5	-9
41	O=C(Nc1ccc2c(c1)OCO2)C1CCCN(S(=O)(=O)c2ccc(Cl)cc2)C1 (stereo unspecified)	11	-64
42	CCOc1cc(C2C(C#N)=C(N)OC(C)=C2C(=O)OC)c(Cl)cc1OCC(=O)OC (stereo unspecified)	6	-2
43	Cc1cc(C)c2cc(C(c3nnnn3CC3CCCO3)N3CCCCCC3)c(=O)[nH]c2c1 (stereo unspecified)	14	-10
44	COc1cc(C2/C(=C(/O)c3ccc(Cl)cc3)C(=O)C(=O)N2CC(C)O)ccc1O (stereo unspecified)	8	-8
45	O=C(NC1CCCCC1)c1sc2cc(Cl)ccc2c1Cl	12	13
46	CCCNC(=O)N1CCC(n2cnc3cccnc32)CC1	3	-14
47	Cn1c(=O)c2c(nc(N3CCN(c4ccccc4)CC3)n2CCC#N)n(C)c1=O	9	-28
48	COc1cc(/C=C/c2nc(O)c([N+](=O)[O-])c(=O)[nH]2)cc(Cl)c1OCc1ccccc1	3	25
49	Fc1cnc(N2CCOCC2)nc1Nc1ccccc1Cl	10	18
50	C[C@@H](Cn1nnc2ccccc21)NC(=O)c1cnn2cccnc12	3	10
51	CC(=O)OC1CCC23CC1(C)CCC2C(C)(C)CC3OC(C)=O (stereo unspecified)	10	21
52	COC(=O)CSc1nc2ccccc2c(=O)n1-c1ccc(F)cc1	8	18
53	CCOc1c(Cl)cc(C2C3=C(CCCC3=O)N(C)C3=C2C(=O)CCC3)cc1OC	8	-5
54	CC(C)N1C(=O)C2C(C(=O)NCc3ccccc3)C3C=CC2(O3)C1C(=O)NC1CCCC1 (stereo unspecified)	10	-13
55	COc1ccccc1CCCNC(=O)c1c(-c2ccncc2)noc1C	8	-74
56	COc1ccc(N2CCN(C(c3cc4cccc(C)c4[nH]c3=O)c3nnnn3C(C)(C)C)CC2)cc1 (stereo unspecified)	13	9
57	Oc1c(Cl)cc(Cl)cc1CNc1nccs1	21	-50
58	COc1ccc(-n2c(SCC(=O)N3C(C)CCCC3C)nnc2-c2ccncc2)cc1 (stereo unspecified)	12	-6
59	Cc1ccc(C(O)CN2CCC(O)(c3ccc4c(c3)OCO4)CC2)cc1 (stereo unspecified)	4	-56
60	CCC(C)Sc1nc2c(c(=O)n(C)c(=O)n2C)n1Cc1ccc(Cl)cc1 (stereo unspecified)	7	70*
61	COc1ccc2[nH]c(=O)c(CN(CCCO)C(=S)NCc3ccco3)cc2c1	11	-31
62	Cc1ccc(-c2csc3ncnc(NCCC(=O)O)c23)cc1C	6	-1
63	COc1cccc(N(C(=O)C2CSC(=O)C2)C(C(=O)NC(C)(C)C)c2ccccn2)c1 (stereo unspecified)	25	-6
64	CC(C)(C)C(=O)CSc1nnc(-c2ccccc2)o1	12	-24
65	Cn1c(=O)c2c(nc(N3CCN(CCO)CC3)n2CCCc2ccccc2)n(C)c1=O	10	-27
66	CC(C)c1c(O)nc(SCC(=O)Nc2ccc(Cl)cc2)[nH]c1=O	5	-25
67	CCC(c1nnnn1C1CCCCC1)N(Cc1cc2cc3c(cc2[nH]c1=O)OCO3)C1CCCCC1 (stereo unspecified)	8	-21
68	CC1(C)Cc2ccccc2-c2nnc(SCC(=O)Nc3ccccc3-c3ccccc3)n21	10	-12
69	Cc1cc(C)c2nc(-c3cccs3)cc(C(=O)N3CCOCC3)c2c1	9	-35
70	CCOC(=O)c1sc(NC(=O)COc2ccc(Cl)cc2C)c(C#N)c1C	8	-31
71	COc1cccc(NC(=O)CSc2nnc(C3CC3)n2C)c1	9	-12
72	CSc1ncc(C(=O)NCc2noc(-c3ccccc3)n2)cn1	3	-17

Part of the list above in order of number of heavy atoms, ascending.
cpd	SMILES	EP2 antag	EP2 mod
25	CCOc1cc(S(=O)(=O)N2CC(C)OC(C)C2)c(C)cc1C (stereo unspecified)	11	24
21	COc1cccc(NC(=O)CSc2nnc(-c3ccncc3)n2C)c1	11	-31
39	CN(Cc1ccc2ncccc2c1)S(=O)(=O)c1ccc2c(c1)CCC(=O)N2	14	-95
32	CN(Cc1cc(=O)[nH]c2ccccc12)S(=O)(=O)c1ccc2c(c1)CCC(=O)N2	24	33
44	COc1cc(C2/C(=C(/O)c3ccc(Cl)cc3)C(=O)C(=O)N2CC(C)O)ccc1O (stereo unspecified)	8	-8
18	COc1ccc(N(CC(=O)NCc2cccnc2)S(=O)(=O)c2ccc(F)cc2)cc1	12	-16

Next section:
cpd	SMILES	EP2 antag	EP2 mod
73	COCCSc1ccccc1C(=O)Nc1nc2ccc(S(C)(=O)=O)cc2s1	14	-51
74	CC(=O)Nc1ccc(NC(=O)CSc2nnc(-c3ccccc3)n2C)cc1	12	-22
75	Cn1ccc(C(=O)O)n1	7	-1
76	O=C(Nc1ccc2c(c1)CCC2)C1CCN(c2ccc(S(=O)(=O)N3CCOCC3)cc2)CC1	25	14
77	CC(OC(=O)c1cc2sccc2n1C)C(=O)NC1CCCC1 (stereo unspecified)	11	-40
78	CCn1c(=O)n(CC(=O)NCc2ccc(OC)cc2)c2cccnc21	3	-30
79	COc1ccccc1NC(=O)Cn1cnc2scc(-c3ccc(C)cc3)c2c1=O	27	-32
80	O=c1[nH]c(N2CCOCC2)nc2c1CCN(Cc1ccc(N3CCCC3)c(F)c1)C2	7	-45
81	CC1CCN(c2nc3c(c(=O)[nH]2)CCN(Cc2ccccc2O)C3)CC1	6	-34
82	COc1ccc(C(=O)Nc2ncc(Cc3cccc(C)c3)s2)cc1OC	7	30
83	C[C@@H]1CCC2[C@](C)(CO)[C@@H](O)CC[C@]2(C)[C@@]12CC[C@@](CO)(CCO)O2 (stereo partly specified)	8	15
84	NC(=O)CCn1c(=O)sc2ccccc21	10	5
85	COc1ccc(CN2Cc3cc4ccccc4nc3OC(C)C2=O)cc1 (stereo unspecified)	8	-97
86	CC(C)C(=O)N1CCN(c2ccc(NC(=O)COc3ccccc3)cc2)CC1	8	-57
87	COc1cccc(C2CC(C(F)(F)F)n3ncc(C(=O)N4CCCCC4C)c3N2)c1 (stereo unspecified)	7	-4
88	COc1cccc(C2(NC(=O)c3csc(C(C)=O)c3)CCCC2)c1	3	-34
89	N#Cc1cnc(SCC(=O)Nc2sc3c(c2C#N)CCCC3)nc1N	19	-54
90	CCOc1cc(S(=O)(=O)n2c(C)nc3ccccc32)ccc1Cl	10	80*
91	CCC(C)NC(=O)CSc1nnc(-c2ccoc2C)n1CC (stereo unspecified)	8	-2
92	O=C1c2ccccc2C(=O)N1C[C@]1(C(=O)O)NCCS1(=O)=O	14	10
93	Cc1ccc(C2=Nc3ccc(F)cc3C(c3cccnc3)=NN2)cc1	4	-24
94	Cn1c(=O)c2ncn(CC#N)c2n(C)c1=O	3	5
95	COc1cccc(OC)c1C(=O)N1CCN(C(C)C)CC1	14	-5
96	O=C(/C=C/c1ccccc1)NC1CC2CCCC(C1)N2Cc1cccs1 (stereo unspecified)	49*	-97
97	CCOc1ccc(C(=O)N(CC)Cc2cc3ccccc3[nH]c2=O)cc1	5	-78
98	CC(C)NC(=O)CC1SC(N)=NC1=O (stereo unspecified)	17	-29
99	COc1ccc(-c2cc(C(F)(F)F)nc(SCCC(=O)N(C)Cc3cnn(C)c3C)n2)cc1	8	-31
100	CC1(C)CC(=O)c2sc(NC(=O)CS(=O)(=O)Cc3ccccc3)nc2C1	13	-1
101	COC(=O)c1c(NC(=O)c2cccc(OC)c2)sc(C(=O)Nc2cccc(OC)c2)c1C	9	-13
102	COc1ccc(-c2nc3cnccn3c2NCc2ccc(F)cc2)c(OC)c1	18	-69
103	O=C(Nc1nc(-c2ccccn2)cs1)c1ncoc1-c1ccc(F)cc1	2	-15
104	CC(C)(C)C(=O)N1CCCC1c1nc(-c2cccnc2)n[nH]1 (stereo unspecified)	5	2
105	Cc1ccccc1-n1c(SCC(=O)NC2CCCC2)nnc1-c1ccccn1	6	8
106	O=C(CN1C(=O)c2cccc3cccc1c23)Nc1cc(Cl)ccc1Cl	6	-2
107	COCCCn1c(SCC(=O)NC2CCCC2)nnc1-c1ccccc1	7	10
108	CN(C(=O)Cn1nc2n(C)c3ccccc3n2c1=O)C1CCCCC1	6	-23
109	O=C(Cn1nc2c3ccccc3ncn2c1=O)NCc1cccs1	11	5
110	Cc1ccnc(-n2cccc2CN(Cc2ccccc2)Cc2ccncc2)c1	8	50
111	COCCOc1ccc(CN2CCC(O)(c3ccc(F)cc3)CC2)cc1OC	6	-29
112	COc1ccc(OC)c(C2/C(=C(/O)c3ccccc3)C(=O)C(=O)N2CC#N)c1 (stereo unspecified)	6	-29
113	Cn1c(N2CCCC(C(=O)NCCc3ccc(F)cc3)C2)nc2ccccc21 (stereo unspecified)	4	-61
114	O=c1[nH]c2cc3c(cc2cc1C(c1nnnn1CC1CCCO1)N1CCc2ccccc2C1)OCO3 (stereo unspecified)	9	-15
115	COc1ccc2nc(-c3ccc(NC(=O)c4ccco4)cc3)[nH]c2c1	19	-110
116	CC(=O)c1c(C)n(-c2ccc(C)cc2C)c2ccc(OCC(N)=O)cc12	19	24
117	C=CCNC(=O)CSc1nc(-c2cccs2)cc(C(F)(F)F)n1	15	-74
118	COc1ccc(NC(=O)CSc2ccc(-c3nc4ccccc4[nH]3)cn2)c(OC)c1	21	-40
